Screens deposited in PubChem by several laboratories.
CHRM4 agonist: agonists of human muscarinic M4 receptor (CHRM4); hit rate 0.14% among 360,000; P08173; CHO-K1 hM4/Gqi5, Fluo-8 calcium fluorescence; vehicle 0%, full acetylcholine response 100%; activation, % at 3 µM;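 active = activation above the run mean over all test wells plus 3 SD, cut at about 32% in these data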;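 also: peak over basal fluorescence ratio per well then scaled between controls; 0% = DMSO wells and 100% = acetylcholine at EC100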
Target sequence (P08173 whole entry, looked up): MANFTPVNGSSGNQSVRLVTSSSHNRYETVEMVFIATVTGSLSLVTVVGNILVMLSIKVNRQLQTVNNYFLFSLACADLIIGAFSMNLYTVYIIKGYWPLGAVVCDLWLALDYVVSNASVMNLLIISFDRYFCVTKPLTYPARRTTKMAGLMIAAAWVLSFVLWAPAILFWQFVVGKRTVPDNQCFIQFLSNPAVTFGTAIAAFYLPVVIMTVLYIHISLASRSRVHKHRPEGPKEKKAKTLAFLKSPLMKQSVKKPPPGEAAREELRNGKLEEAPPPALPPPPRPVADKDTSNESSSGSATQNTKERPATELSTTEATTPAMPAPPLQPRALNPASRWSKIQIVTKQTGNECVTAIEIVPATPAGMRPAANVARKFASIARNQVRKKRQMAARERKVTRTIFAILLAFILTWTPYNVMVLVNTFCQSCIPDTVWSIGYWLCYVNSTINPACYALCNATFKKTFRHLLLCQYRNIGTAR
CRFR2-BP ag: CRF-BP/CRF-R2 complex agonism; HEK293 CRF-R2/CRF-BP, calcium dye fluorescence (FLIPR); percent of saturating CRF peptide response; hit rate 0.46% among 350,000; AID 588473; activation, % at 13.2 µM;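 active = activation of at least 50%, plus an integration ratio under a set limit after plate pattern correction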;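 also: plate controls were neutral control wells without compound for no effect and CRF at EC100 for full effect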
M1 PAM: human CHRM1 positive allosteric modulation | CHO-K1 hM1, Fluo-8 calcium fluorescence, ACh EC20; 0% = ACh EC20, 100% = maximal ACh | hit rate 0.088% among 360,000 | P11229 | activation, % at 3 µM | AID 588819; in the data active = activation above about 19%, passing the limit was not always enough
Target sequence (P11229 whole entry, looked up): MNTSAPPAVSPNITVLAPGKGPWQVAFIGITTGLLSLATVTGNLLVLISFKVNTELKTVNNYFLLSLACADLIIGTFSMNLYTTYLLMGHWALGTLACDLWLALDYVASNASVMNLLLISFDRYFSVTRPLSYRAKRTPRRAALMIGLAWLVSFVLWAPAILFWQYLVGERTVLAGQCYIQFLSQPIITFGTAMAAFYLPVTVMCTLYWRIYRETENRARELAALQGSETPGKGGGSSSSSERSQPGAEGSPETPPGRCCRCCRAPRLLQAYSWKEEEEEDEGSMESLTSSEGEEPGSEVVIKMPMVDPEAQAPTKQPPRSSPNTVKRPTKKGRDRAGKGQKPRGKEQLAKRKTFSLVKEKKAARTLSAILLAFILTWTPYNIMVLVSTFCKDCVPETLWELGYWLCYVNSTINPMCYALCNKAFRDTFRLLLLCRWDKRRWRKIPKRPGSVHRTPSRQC
CHRM5 PAM: potentiates acetylcholine response at human M5 receptor | P08912 | CHO-K1 hM5, Fluo-8 calcium, ACh EC20 PAM; 0% = ACh EC20, 100% = ACh EC100 | activation, % at 3 µM | hit rate 0.3% among 360,000 | AID 624038;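 active = activation above the run cutoff, the mean activation of all test compounds plus 3 SD, cut at about 18% in these data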
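system = human M5 receptor in CHO-K1 cells | reagent = EC20 acetylcholine as agonist stimulus | compound dosing = single-point, 3 µM nominal | incubation = Fluo-8 loading 80 min at 37 °C plus 30 min room temperature | detection = Fluo-8 calcium dye fluorescence, kinetic read | benchmarks = low control EC20 acetylcholine (0%), high control EC100 acetylcholine (100%)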
CRFBP-R2 block: CRF-BP/CRF-R2 complex antagonism. hit rate 0.59% among 350,000. HEK293 CRF-R2/CRF-BP, CRF-induced calcium fluorescence. inhibition, % at 11.8 µM;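 active = inhibition of the ligand-induced calcium signal above about 50% at the single tested concentration, limit read from the data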
CHRM4 PAM: positive allosteric modulators of human muscarinic M4 receptor; P08173; CHO-K1 hM4/Gqi5, Fluo-8 calcium fluorescence, ACh EC20; 0% = ACh EC20, 100% = maximal ACh; activation, % at 3 µM; hit rate 0.4% among 360,000;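 active = activation above its plate's cutoff, the mean activation of sample wells plus 3 SD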; also: some results filed as inactive read as strong as hits
CHRM5 agonist: agonists of human muscarinic M5 receptor (CHRM5); CHO-K1 hM5 cells, Fluo-8 calcium fluorescence; 0% DMSO wells, 100% maximal acetylcholine response; hit rate 0.19% among 360,000; AID 624037; P08912; activation, % at 3 µM;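 active = activation above the run's mean over test compounds plus 3 SD, cut at about 23% in these data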;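 also: signal is peak over basal fluorescence ratio across the kinetic read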
CHRM5 antagonist: CHRM5 antagonism in calcium assay | hit rate 0.59% among 360,000 | CHO-hM5 cells, Fluo-8 calcium fluorescence, ACh EC80 | P08912 | inhibition, % at 3 µM;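 active = inhibition above a per-plate cutoff, the mean of that plate's test compounds plus 3 SD, cut at about 27% in these data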;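 also: 0% = acetylcholine EC80 with DMSO and 100% = DMSO without agonist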
M4 antag: antagonists of human muscarinic M4 receptor (CHRM4) | P08173 | CHO-hM4 cells, ACh EC80, Fluo-8 calcium fluorescence | inhibition, % at 3 µM | hit rate 0.73% among 360,000;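 active = inhibition above its plate's cutoff, the mean inhibition of sample wells plus 3 SD, cut at about 27% in these data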;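 also: 0% = acetylcholine EC80 with DMSO and 100% = DMSO without agonist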
The depositor's hits bear a star.

Order of values: CRFR2-BP ag, CRFBP-R2 block, CHRM5 PAM, CHRM5 agonist, CHRM4 agonist, M4 antag, CHRM4 PAM, M1 PAM, CHRM5 antagonist
COc1ccccc1NC(=O)C1=C(C)NC(=O)NC1c1ccccc1[N+](=O)[O-] (stereo not given)
    36, -13, 0, 1, 1, 0, -5, 5, 2
CC(C)N(C)CCOC(=O)c1ccccc1Br
    -1.5, 8, -8, -8, 0, -4, 1, -16, 0
C[C@H](CO)N1C[C@H](C)[C@@H](CN(C)C(=O)NC2CCCCC2)Oc2ccc(NS(C)(=O)=O)cc2C1=O
    -1.7, 4, 7, 3, 4, -6, 7, 3, -1
CC(=O)Nc1ccc(S(=O)(=O)NC2(C(F)(F)F)NC(=O)N(Cc3ccccc3)C2=O)cc1 (stereo not given)
    -0.3, -1, -2, -4, 1, -2, 9, 6, 17
COc1ccc(CCNC(=O)c2cc(-c3cc(Cl)ccc3O)n[nH]2)cc1OC
    -3.1, -1, -18, 6, 12, 1, -19, -2, 17
Cn1cc(CN2CCC(CO)CC2)c(-c2ccc(Oc3ccccc3)cc2)n1
    -0.9, -12, -1, -6, 3, -4, -13, -18, -12
CC(C)(C)NC(=O)NC(=O)COC(=O)c1cccc(F)c1
    -0.5, -8, 2, -6, 0, -11, 7, 9, -6
Cc1ccc(C(=O)N/N=C/c2ccc(-c3ccc(Br)cc3[N+](=O)[O-])o2)o1
    4.7, -36, -5, -1, 3, 5, 1, 0, 5
CC(C)N=C1SC(CC(=O)Nc2ccccc2)C(=O)N1C(C)C (stereo not given)
    0.0, 14, -17, 3, 13, 2, -5, -16, 10
CCNC(=O)Nc1nc2ccccc2s1
    -1.6, 1, -2, 4, 1, 4, -2, 3, 3

Order of values: CRFR2-BP ag, CRFBP-R2 block, CHRM5 PAM, CHRM5 agonist, CHRM4 agonist, M4 antag, CHRM4 PAM, M1 PAM, CHRM5 antagonist
CCCS(=O)(=O)N1CCN=C1SCc1ccc(C)cc1
    -0.9, -3, 3, 3, 1, -4, 1, 5, -8
O=C(NC(=S)N1CCCCCC1)C1CC1
    1.4, -48, -3, -4, 0, 9, -1, -2, 2
O=C(NC(=S)NCCC1=CCCCC1)c1cncc(Br)c1
    1.2, -81, -4, -7, -2, -8, -7, -2, -1
CC(C)c1nc(CNC(=O)CC2C(=O)NCCN2Cc2ccccc2)cs1 (stereo not given)
    0.2, 3, 0, 1, 0, 3, 4, 3, 6
O=C(CN1CCc2ccccc2C1)Nc1cccc(S(=O)(=O)N2CCOCC2)c1
    2.9, -4, 13, 2, 4, -15, 14, 10, -4
CCOC(=O)Cn1nc(/C=C/c2ccc(OC)cc2)ccc1=O
    -2.9, 5, -3, 0, 4, -3, 16, 0, 10
Cc1cc(C)n2nc(SCC(=O)c3cc(C)n(CC4CCCO4)c3C)nc2n1 (stereo not given)
    3.1, 17, 1, 8, 10, -3, -1, 3, 6
CCC1CCCCN1C(=O)CN1C(=O)CSC1=O (stereo not given)
    1.8, 20, 12, -2, 1, -3, 14, 4, -1
COc1ccc(C(=O)OCC(=O)NCC2CCCCC2)c(OC)c1
    -1.5, 2, -1, -3, 2, 7, -1, 0, -3
CCOCc1cc(C)[nH]c(=O)c1C#N
    1.8, -2, 5, -3, 0, 3, -4, 6, -3

Order of values: CRFR2-BP ag, CRFBP-R2 block, CHRM5 PAM, CHRM5 agonist, CHRM4 agonist, M4 antag, CHRM4 PAM, M1 PAM, CHRM5 antagonist
CCCCOc1ccc(OC(=O)c2cccnc2)cc1
    -0.9, 27, 14, -10, 1, 5, -2, 2, -1
Cc1cc(Cl)ccc1OCC(=O)OCC(=O)NC1CCS(=O)(=O)C1 (stereo not given)
    0.1, 1, 0, 1, 1, -7, 9, -5, 2
CCN(CC)S(=O)(=O)c1cccc(C(=O)NCC2(N3CCOCC3)CCCCC2)c1
    -1.7, -6, 1, -2, 1, -5, 14, 4, 0
O=C(CSc1ncn[nH]1)Nc1c(Br)cc([N+](=O)[O-])cc1Br
    0.5, 8, 0, 0, 1, 4, -7, 4, 2
CC(=O)Nc1cccc(C(=O)OCc2ccccc2)c1
    3.9, -19, -5, 2, 3, -10, 2, 8, 2
COc1ccc(-c2n[nH]c3c2C(c2ccc(OC)c(OC)c2)N(c2ccccc2)C3=O)cc1 (stereo not given)
    2.7, -4, -5, 0, 4, -4, 1, -6, 9
O=C(NC1CCCCC1)C1CCN(S(=O)(=O)N2CCCCCC2)CC1
    -0.6, -5, -2, -2, 2, -3, 2, 5, -9
COc1cccc(-c2nnc(SCC(=O)OC(C)C)n2Cc2ccco2)c1
    -1.2, 9, 2, -7, 1, 0, 10, 5, -6
Cc1ccc(S(=O)(=O)N2CCOCC2)cc1C(=O)OCC(=O)NCCc1ccccc1
    -1.6, 5, 5, 0, 4, -10, 8, 0, -8
CC1(C(=O)Nc2nc3ccccc3s2)CC1(Br)Br (stereo not given)
    1.1, -12, 7, -4, 2, 3, 3, 7, -2

Order of values: CRFR2-BP ag, CRFBP-R2 block, CHRM5 PAM, CHRM5 agonist, CHRM4 agonist, M4 antag, CHRM4 PAM, M1 PAM, CHRM5 antagonist
Cc1cccc(-n2c(SCc3cc(=O)n4ccsc4n3)nc3ccccc3c2=O)c1
    0.9, -37, 2, -2, 0, -9, 3, 9, -2
CC(=O)Oc1ccc(/C=C2/Oc3ccccc3C2=O)cc1
    7.4, -18, -5, 1, 3, 1, -17, -1, 8
CC(C(=O)N(C)c1ccccc1)N1CCN(C(=O)c2ccccc2)CC1 (stereo not given)
    6.7, -12, -1, -2, 0, -9, 2, 10, 5
Cc1ccc(-c2nnn(CC(=O)Nc3cccc4c3CCCC4)n2)o1
    5.8, 6, 2, -4, 3, -5, 12, -1, -11
Cc1cc(=O)n(Nc2ccccc2)c(O)c1C#N
    -2.2, -4, 3, 0, 1, -5, 5, 6, -5
Cc1nn(C)c(Oc2cccc(Cl)c2)c1C=O
    -1.5, -4, 2, 1, 1, -2, 7, 12, -1
CCC(C)[C@H](NC(=O)Nc1cccc(OC)c1)C(=O)OC (stereo not given in full)
    -1.4, -1, 2, -2, 0, 8, -10, 0, -1
O=C(c1cc(-c2ccc(Cl)cc2)n[nH]1)N1CCN(C(=O)c2ccco2)CC1
    -2.8, 9, -7, 0, 12, -20, 3, 2, -1
CN(C(=O)c1cc(-n2cnnc2)ccc1Cl)c1ccccc1
    1.0, -4, 2, 1, 1, -1, 11, 4, -5
CCN(C(=O)COC(=O)c1ccccc1SCC(=O)NC1CCCCCCC1)C1CCS(=O)(=O)C1 (stereo not given)
    -2.9, 19, 5, -8, 1, 3, -2, 3, -3

A section from the list above:
Order of values: CRFR2-BP ag, CRFBP-R2 block, CHRM5 PAM, CHRM5 agonist, CHRM4 agonist, M4 antag, CHRM4 PAM, M1 PAM, CHRM5 antagonist
Cc1cccc(-n2c(SCc3cc(=O)n4ccsc4n3)nc3ccccc3c2=O)c1
    0.9, -37, 2, -2, 0, -9, 3, 9, -2
CC(=O)Oc1ccc(/C=C2/Oc3ccccc3C2=O)cc1
    7.4, -18, -5, 1, 3, 1, -17, -1, 8
CC(C(=O)N(C)c1ccccc1)N1CCN(C(=O)c2ccccc2)CC1 (stereo not given)
    6.7, -12, -1, -2, 0, -9, 2, 10, 5

New compounds follow.
Order of values: CRFR2-BP ag, CRFBP-R2 block, CHRM5 PAM, CHRM5 agonist, CHRM4 agonist, M4 antag, CHRM4 PAM, M1 PAM, CHRM5 antagonist
O=C(COC(=O)c1ccc([N+](=O)[O-])s1)Nc1ccc(F)cc1
    -1.3, 5, -3, 0, 4, 2, 7, 10, 1
O=Cc1ccccc1OCCOc1ccccc1C=O
    -0.4, 0, -21, -5, 1, 27*, -11, -34, 21
CCCCC(=O)Nc1ccc(N2CCN(c3ccc(F)cc3)CC2)cc1
    1.5, -11, -4, -2, 1, -4, 2, 2, 9
Cc1ccc(Cl)cc1C1=CC(=O)C[C@H](c2ccc(F)cc2)C1
    1.7, 0, -5, 0, 1, -1, -6, -1, 3
Cc1cc(/C=N/NC(=O)c2cccc(N(C)C)c2)c(C)n1-c1cc(C(=O)O)cc(C(=O)O)c1
    -1.6, -3, -1, 2, 1, -2, 2, 16, -26
COc1ccc2nc(C)cc(SCC(=O)N/N=C/c3cccc4ccccc34)c2c1
    -1.8, 40, -1, 1, 1, 12, 2, -2, 2
O=C(NC1CC2CCCC(C1)N2Cc1cccs1)N1CCOCC1 (stereo not given)
    5.3, 5, 4, -5, 0, -8, 4, 1, -4
CC1CCc2c(sc3nc(C4CC4)nc(N4CCN(C(=O)c5ccco5)CC4)c23)C1 (stereo not given)
    3.1, -7, -4, -8, 1, 0, -7, -5, -1
COc1ccc(-c2c(-c3ccc(O)cc3O)n[nH]c2C(F)(F)F)cc1
    0.1, 5, 12, 2, 4, 21, 5, 17, -12
CN(C)c1ccc(/C=N/NC(=O)C(=O)N2CCCCCC2)cc1
    -1.2, 10, 1, 0, 4, -14, 11, 0, -6
CCOC(=O)C1CCN(C(=O)c2ccc(N(C)S(C)(=O)=O)cc2)CC1
    -1.4, 4, -3, 3, 1, 5, -4, 5, -1
Cc1ccc(NC(=O)Cn2nnc(C(=O)NCCc3ccccc3)c2N)cc1Cl
    0.5, 16, -5, -3, 1, 4, 5, 9, 11

Profiles as entered above. Order of screens: CRFR2-BP ag	CRFBP-R2 block	CHRM5 PAM	CHRM5 agonist	CHRM4 agonist	M4 antag	CHRM4 PAM	M1 PAM	CHRM5 antagonist
Shown for Cc1ccc(Cl)cc1C1=CC(=O)C[C@H](c2ccc(F)cc2)C1 : 1.7	0	-5	0	1	-1	-6	-1	3
Shown for CN(C)c1ccc(/C=N/NC(=O)C(=O)N2CCCCCC2)cc1 : -1.2	10	1	0	4	-14	11	0	-6
Shown for COc1ccc(-c2c(-c3ccc(O)cc3O)n[nH]c2C(F)(F)F)cc1 : 0.1	5	12	2	4	21	5	17	-12
